Source: PubChem BioAssay (several laboratories)
RGS4-Gao reg = modulators of RGS4 binding to Galphao, primary screen, biochemical, multiplexed bead flow cytometry; Guanine nucleotide-binding protein G(o) subunit alpha (Homo sapiens), P09471; actives lie on both sides; binding response (% of control), % at 10 µM; 220,000 tested, 0.33% active; in the data active = binding response below about 49% or above about 150%; inactive = in between;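 also: fluorescent Galphao activated with aluminum fluoride binding bead-coupled RGS4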
Bcl-W Bim block = inhibitors of Bim binding to Bcl-W, primary screen, biochemical, multiplexed, bead-based flow cytometry; Bcl-2-like protein 2 (Homo sapiens), Q92843; inhibition, % at 10 µM; 190,000 tested, 0.02% active; Bim peptide-Bcl-W binding; AID 952, 2007;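 also: 0% = bound tracer without compound and 100% = peptide blocker; higher means less fluorescent Bim peptide bound to Bcl-W beads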
RGS7-Gao reg = RGS7-Galphao binding modulators, primary screen, biochemical, multiplexed bead flow cytometry. Guanine nucleotide-binding protein G(o) subunit alpha (Homo sapiens), P09471. actives lie on both sides. binding response (% of control), % at 10 µM. 220,000 tested, 0.35% active. AID 1439, 2008; in the data active = binding response below about 49% or above about 150%; inconclusive = no clear call, values can overlap the other calls; inactive = in between;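 also: fluorescent Galphao held in activated GDP-AlF4 state binding bead-coupled RGS7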
Mcl1-Bid inh = Mcl-1/Bid binding inhibitors, primary screen, biochemical, TR-FRET, 1536-well; TR-FRET Mcl-1/Bid-Dy647 peptide binding; inhibition, % at 21.7 µM; 220,000 tested, 0.97% active; AID 1021, 2008;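 active = compounds that cut the binding signal by more than half at the single screening dose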;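 also: His-tagged Mcl-1 with europium anti-His antibody binding Bid BH3 peptide; 0% = Mcl-1 plus peptide wells and 100% = peptide-only wells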
Target sequence (Q07820 whole entry, looked up): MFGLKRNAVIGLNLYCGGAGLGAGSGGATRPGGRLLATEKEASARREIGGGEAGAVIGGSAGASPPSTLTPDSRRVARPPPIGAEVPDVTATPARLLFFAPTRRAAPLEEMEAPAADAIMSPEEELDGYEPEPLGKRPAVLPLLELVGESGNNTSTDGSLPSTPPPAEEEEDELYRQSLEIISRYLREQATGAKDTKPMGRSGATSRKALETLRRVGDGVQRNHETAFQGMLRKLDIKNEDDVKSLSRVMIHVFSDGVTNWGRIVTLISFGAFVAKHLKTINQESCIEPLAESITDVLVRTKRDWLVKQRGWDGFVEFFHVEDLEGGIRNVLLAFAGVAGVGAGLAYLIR
GSH fluor = compound fluorescence on glutathione beads, profiling panel, artefact control, biophysical, 488/530 nm, flow cytometry; GSH beads flow cytometry, compound fluorescence 488/530 nm; stronger effect = higher value; 190,000 tested, 0.25% active; fluorescence (KMESF) at 10 µM; AID 1776, 2009; in the data active = fluorescence above about 89;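 also: glutathione beads carrying GST-tagged Bcl family fusion proteins plus one bare bead set; values are compound well signal with DMSO vehicle wells as background; inactives centre near 16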
RGS8-Gao = RGS8-Galphao binding modulators, primary screen, biochemical, multiplexed bead flow cytometry | actives lie on both sides | response (percent of control binding), % at 10 µM | 220,000 tested, 0.34% active | AID 1423, 2008; in the data active = response below about 60% or above about 140%; inactive = in between;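 also: Galphao activated as the GDP aluminium fluoride complex binding bead-coupled RGS8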
Mcl-1 Bim block = inhibitors of Bim peptide binding to Mcl-1, primary screen, biochemical, bead-based flow cytometry, multiplex; Induced myeloid leukemia cell differentiation protein Mcl-1 (Homo sapiens), Q07820; AID 1009, 2008; inhibition, % at 10 µM; Bim peptide-Mcl-1 binding; 190,000 tested, 0.1% active;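 also: 0% = no compound tracer wells and 100% = peptide blocker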
Bcl-B Bim block = inhibitors of Bim-Bcl-B binding, primary screen, biochemical, multiplexed, human Bcl-2 family; 190,000 tested, 0.073% active; inhibition, % at 10 µM; AID 951, 2007; Bcl-2-like protein 10 (Homo sapiens), Q9HD36; bead-based flow cytometry, Bim peptide-Bcl-B binding;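 also: 0% = tracer peptide without compound and 100% = reference inhibitor peptide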
Target sequence (Q9HD36 whole entry, looked up): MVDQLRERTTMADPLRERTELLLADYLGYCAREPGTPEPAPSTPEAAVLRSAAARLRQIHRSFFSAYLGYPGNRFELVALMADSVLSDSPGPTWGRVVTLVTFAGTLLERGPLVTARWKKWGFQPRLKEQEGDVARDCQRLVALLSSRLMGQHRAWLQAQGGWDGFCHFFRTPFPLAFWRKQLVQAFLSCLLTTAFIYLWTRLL
Bfl-1 Bim block = inhibitors of Bim binding to Bfl-1, primary screen, biochemical, multiplexed, bead-based flow cytometry; Bcl-2-related protein A1 (Homo sapiens), Q16548; Bim-Bfl-1 binding inhibition; inhibition, % at 10 µM; 190,000 tested, 0.12% active;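 also: 0% = wells without compound plus tracer and 100% = blocker peptide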
Bcl-2 Bim block = inhibitors of Bim-Bcl-2 binding, primary screen, biochemical, multiplexed, human Bcl-2 family | 190,000 tested, 0.06% active | Apoptosis regulator Bcl-2 (Homo sapiens), P10415 | Bead-based flow cytometry, Bim peptide-Bcl-2 binding | inhibition, % at 10 µM | AID 950, 2007; in the data active = inhibition above about 40%; inconclusive = no clear call, values can overlap the other calls;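 also: 0% = no compound wells with probe peptide and 100% = reference peptide inhibitor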
Target sequence (P10415 whole entry, looked up): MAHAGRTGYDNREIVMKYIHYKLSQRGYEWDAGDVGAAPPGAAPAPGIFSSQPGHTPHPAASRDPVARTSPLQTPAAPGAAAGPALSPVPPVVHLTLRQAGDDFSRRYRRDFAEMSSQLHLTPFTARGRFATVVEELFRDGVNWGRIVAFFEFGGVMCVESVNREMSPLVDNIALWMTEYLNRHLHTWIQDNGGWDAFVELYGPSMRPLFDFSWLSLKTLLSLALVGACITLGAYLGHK
Bim-Bcl-XL = inhibitors of Bim-Bcl-XL binding, primary screen, biochemical, multiplexed, bead flow cytometry, human Bcl-XL | Bim peptide-Bcl-XL binding, fluorescence | inhibition, % at 10 µM | 190,000 tested, 0.04% active | Bcl-2-like protein 1 (Homo sapiens), Q07817 | AID 1007, 2008
Target sequence (Q07817 whole entry, looked up): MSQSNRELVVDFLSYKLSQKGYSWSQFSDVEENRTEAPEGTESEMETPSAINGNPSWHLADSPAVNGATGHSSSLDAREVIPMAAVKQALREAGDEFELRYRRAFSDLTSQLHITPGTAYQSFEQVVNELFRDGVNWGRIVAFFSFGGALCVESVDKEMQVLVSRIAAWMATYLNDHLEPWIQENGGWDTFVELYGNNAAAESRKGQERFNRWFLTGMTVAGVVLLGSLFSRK
* hit, by the source's call; ? = inconclusive. Rule as the data show it, unless noted: active = inhibition above about 40%.

SMILES	RGS4-Gao reg	Bcl-W Bim block	RGS7-Gao reg	Mcl1-Bid inh	GSH fluor	RGS8-Gao	Mcl-1 Bim block	Bcl-B Bim block	Bfl-1 Bim block	Bcl-2 Bim block	Bim-Bcl-XL
O=C(C(=O)N1CCOCC1)c1cn(CCOc2ccccc2)c2ccccc12	100.5	0.0	?	-17.1	18	100.0	0.0	-1.0	-6.0	-2.0	-3.0
O=S1(=O)CCN2C(c3ccc4c(c3)CCCC4)=CSC2=N1	100.1	-1.0	100.0	0.3	31	101.4	-3.0	-6.0	-12.0	-6.0	-2.0
COCCNC(=O)/C(C#N)=C/c1ccc(OCC(=O)NC2CCCCC2)cc1	102.3	4.0	100.9	-2.8	12	104.8	2.0	-2.0	1.0	1.0	-1.0
CCOc1ccc(OCc2cccc(C(=O)N(CC)CC)c2)cc1	99.5	-1.0	96.6	-4.3	14	101.6	-1.0	-1.0	-2.0	0.0	-2.0
CCOC(=O)C1=C(CN2CCSCC2)NC(=O)NC1c1cccc([N+](=O)[O-])c1 (stereo not drawn)	102.5	0.0	?	-11.1	20	105.1	0.0	-4.0	-2.0	1.0	-2.0
COc1ccc(N(CC(=O)NC2CCCC2)C(=O)c2csnn2)cc1	104.8	0.0	97.7	-7.6	30	101.1	-1.0	-4.0	-2.0	0.0	-4.0
O=C(Oc1ccc(Cl)cc1)N1CCCCC1	100.8	3.0	100.6	-19.0	16	102.2	3.0	-5.0	-13.0	-6.0	-1.0
Cc1ccn(-c2cccc(-n3ccc(C)n3)n2)n1	94.9	0.0	91.3	-6.2	10	96.2	1.0	0.0	0.0	0.0	-3.0
CN(Cc1ccc(OCC(O)CN2CCCCC2)cc1)Cc1ccnc2ccccc12 (stereo not drawn)	90.4	3.0	101.6	-25.9	18	95.1	-3.0	-3.0	-4.0	-6.0	-3.0
COc1ccc(CN2CCN(C3CCSCC3)CC2CCO)c(C)c1C (stereo not drawn)	103.9	0.0	103.4	3.8	9	105.2	1.0	0.0	0.0	0.0	2.0
COc1ccc(CCn2c(C)c(C(C)=O)c3cc(OC(=O)c4ccco4)ccc32)cc1OC	101.3	2.0	98.0	-3.5	9	96.7	-1.0	0.0	0.0	2.0	0.0
c1ccc(-c2c(-c3ccccc3)n(Cc3ccco3)c3ncnc(NCCCn4ccnc4)c23)cc1	102.4	0.0	104.8	-28.0	8	101.5	0.0	-9.0	-12.0	-14.0	-4.0
Cc1cc(C(F)(F)F)nc(-n2cc(-c3ccccc3)nn2)n1	87.9	-4.0	100.2	-35.7	17	94.1	-3.0	-6.0	-9.0	-2.0	-1.0
C=CCn1c(SCc2nc(N)nc(N(C)C)n2)nnc1-c1cccnc1	100.2	-9.0	98.3	-22.5	27	101.2	-11.0	-18.0	-25.0	-18.0	-15.0
C=CCNC(=O)C12CC3(C)CC(C)(CC(C)(C3)C1)C2	98.4	4.0	95.5	-26.5	58	98.0	4.0	-3.0	-10.0	0.0	-1.0
CC(=O)Nc1ccc(C2=NNC(=NCC3CCCO3)SC2)cc1 (stereo not drawn)	101.0	11.0	100.4	3.4	10	100.2	1.0	6.0	3.0	4.0	7.0
CCCCn1c(=O)nc2n(-c3ccc(OC)cc3)c3ccccc3cc-2c1=O	101.9	-4.0	108.0	2.6	11	102.1	-3.0	-2.0	3.0	0.0	-1.0
CCC(=O)N1CCN=C1SCc1ccccc1	109.1	0.0	108.5	-7.9	23	122.2	-2.0	-4.0	-3.0	-2.0	0.0
Cn1c(Cl)cnc1C1CC(=O)c2cc(Cl)ccc2O1 (stereo not drawn)	105.1	0.0	103.4	14.8	17	99.8	-2.0	0.0	-1.0	0.0	-2.0
COc1ccc(CCNC(=O)CSc2ccc(-c3ccccc3)nn2)cc1OC	100.2	-2.0	102.9	-10.6	10	99.7	1.0	-9.0	-7.0	-9.0	-4.0
CCOC(=O)c1cc2c(ccn2-c2ccc(F)cc2)n1CC(=O)NC(C)(C)C	101.2	-1.0	100.7	-60.8	26	100.5	0.0	-1.0	-5.0	-1.0	2.0
O=C(O)c1ccccc1S(=O)(=O)c1ccccc1CO	104.2	0.0	101.2	-17.8	26	102.0	-5.0	-8.0	-9.0	-4.0	-2.0
CCc1cc2c(SCC(=O)c3cccs3)ncnc2s1	100.6	-2.0	100.3	-27.9	23	100.0	-8.0	-11.0	-18.0	-8.0	-7.0
CCOC(=O)C1CCCN(C(=O)CN2C(=O)c3ccccc3C2=O)C1 (stereo not drawn)	99.7	0.0	100.7	2.5	41	99.4	-4.0	-9.0	-12.0	-8.0	-4.0
COc1ccccc1-c1c(C(F)(F)F)oc2cc(OCC(=O)Nc3ccccc3C(F)(F)F)ccc2c1=O	102.9	-7.0	103.4	-18.6	12	104.3	-6.0	-9.0	-9.0	-7.0	-5.0
O=S(=O)(/C=C/c1ccccc1)Nc1ccc(F)cc1	101.2	-1.0	102.8	-17.4	74	100.4	-2.0	-1.0	-2.0	-1.0	-2.0
CCOC(=O)C1CN(S(=O)(=O)c2ccc(Cl)cc2)c2cc(S(=O)(=O)CC)ccc2O1 (stereo not drawn)	99.4	0.0	96.2	-26.4	11	101.2	1.0	-2.0	-4.0	0.0	0.0
O=C(NNC(=O)c1cccc2ccccc12)c1ccc(-c2ccccc2)cc1	99.8	-1.0	98.4	0.7	10	101.2	-4.0	-8.0	-9.0	-4.0	-7.0
Cc1cc(C(=O)CSc2nnc(-c3cccs3)o2)c(C)n1-c1ccccc1	90.2	0.0	90.4	-48.5	14	97.8	-4.0	-1.0	-2.0	-5.0	0.0
O=C(O)CCc1nnc(SCC(=O)Nc2ccc(Cl)c(C(F)(F)F)c2)[nH]c1=O	114.2	1.0	110.3	2.6	11	114.5	0.0	-1.0	-11.0	-4.0	-4.0
COc1ccc(CCNC(=O)C(=O)NCC2CCCO2)cc1OC (stereo not drawn)	101.4	3.0	100.1	4.3	33	100.9	0.0	-1.0	2.0	4.0	-4.0
CCOc1ccc(N2C(=O)S/C(=C\c3cccn3C)C2=O)cc1	95.0	-2.0	96.0	-42.1	10	98.3	2.0	-7.0	0.0	-1.0	-8.0
COCCn1c(COC)nc2ccccc21	102.9	1.0	99.5	-17.8	36	100.8	-2.0	-11.0	-15.0	-7.0	-4.0
O=C(O)CCNS(=O)(=O)c1ccc2c(c1)OCCCO2	99.1	3.0	?	-8.7	15	100.1	0.0	3.0	-2.0	0.0	1.0
COC(=O)CSc1nc(SCc2ccc(C)cc2)nc2c1CCCC2	99.5	-4.0	103.4	-5.6	28	97.7	0.0	-3.0	4.0	1.0	-11.0
CN(Cc1cccnc1)C(=O)c1cc(COc2ccc3ncccc3c2)on1	100.6	-1.0	99.0	-16.9	19	98.8	-3.0	-5.0	-4.0	-3.0	0.0
O=C(O)c1ccccc1C(=O)Nc1ccc(Oc2ccc3ccccc3c2)cc1	103.8	-2.0	100.7	-2.9	12	102.2	-3.0	-4.0	-4.0	-6.0	-3.0
CC(C)Cc1nc2sc3c(=O)n(N)cnc3c2c2c1COC(C)(C)C2	98.7	-5.0	103.1	1.9	11	102.6	-7.0	-9.0	-8.0	-5.0	-11.0
COc1ccc(C2CC(=O)C3=C(C2)Nc2ccccc2NC3c2coc3ccccc3c2=O)cc1OC (stereo not drawn)	102.4	2.0	102.3	-43.2	7	99.5	42.0*	2.0	12.0	6.0	0.0
COc1ccc(S(=O)(=O)N2CCCCCC2)cc1N(C)S(=O)(=O)c1ccc(Cl)cc1	101.8	0.0	96.9	-3.5	9	99.0	1.0	0.0	-2.0	-2.0	0.0
CCOC(=O)C1CCN(C(=O)c2ccccc2NC(C)=O)CC1	96.5	0.0	97.5	20.4	16	98.0	0.0	0.0	-1.0	0.0	2.0
COc1ccc(OC(=O)c2cnn(-c3ccccc3)c2C)cc1	99.0	1.0	101.3	9.5	24	101.1	1.0	-1.0	-2.0	0.0	2.0
O=C(COC(=O)/C=C/c1ccc([N+](=O)[O-])cc1)NCC1CCCO1 (stereo not drawn)	103.6	2.0	101.8	-0.6	13	106.0	2.0	0.0	-3.0	1.0	0.0
N#Cc1cc([N+](=O)[O-])ccc1NC(=O)COC(=O)C12CC3CC(CC(C3)C1)C2	107.2	2.0	95.9	39.3	16	102.7	-5.0	1.0	5.0	-3.0	-3.0
COc1ccccc1/C=C/C(=O)NCC(=O)N/N=C/c1ccccc1	106.3	2.0	103.1	-29.5	21	103.5	1.0	-7.0	-3.0	-4.0	-1.0
CSc1nc(C)nc2c1c(=O)n(C)c(=O)n2C	98.6	1.0	101.4	-2.4	13	101.0	1.0	0.0	4.0	4.0	3.0
COc1cc(C(=O)NCc2nnc(SCC(=O)Nc3ccc4c(c3)OCO4)o2)cc(OC)c1OC	96.6	-1.0	97.9	-8.0	10	99.5	-4.0	-8.0	-12.0	-10.0	-4.0
CC(C)CCNC(=O)Cc1c(C(=O)O)[nH]c2ccc(Cl)cc12	102.1	-3.0	107.8	11.3	19	102.5	-2.0	-7.0	-14.0	-5.0	-7.0

2 successive compounds out of the list so far:
SMILES	RGS4-Gao reg	Bcl-W Bim block	RGS7-Gao reg	Mcl1-Bid inh	GSH fluor	RGS8-Gao	Mcl-1 Bim block	Bcl-B Bim block	Bfl-1 Bim block	Bcl-2 Bim block	Bim-Bcl-XL
O=C(O)c1ccccc1C(=O)Nc1ccc(Oc2ccc3ccccc3c2)cc1	103.8	-2.0	100.7	-2.9	12	102.2	-3.0	-4.0	-4.0	-6.0	-3.0
CC(C)Cc1nc2sc3c(=O)n(N)cnc3c2c2c1COC(C)(C)C2	98.7	-5.0	103.1	1.9	11	102.6	-7.0	-9.0	-8.0	-5.0	-11.0

The list continues.
SMILES	RGS4-Gao reg	Bcl-W Bim block	RGS7-Gao reg	Mcl1-Bid inh	GSH fluor	RGS8-Gao	Mcl-1 Bim block	Bcl-B Bim block	Bfl-1 Bim block	Bcl-2 Bim block	Bim-Bcl-XL
CCC(=O)Nc1cccc(NC(=O)c2cccnc2)c1	102.3	-1.0	96.4	-33.6	28	99.0	-1.0	-2.0	-3.0	-4.0	0.0
Cc1cc(C(=O)N[C@@H](c2ccccc2)[C@]2(C)C[C@H]2[C@@H](C)C(=O)Nc2ccc3ccccc3c2)no1	99.0	-3.0	99.7	-11.4	17	99.1	0.0	-4.0	0.0	-5.0	-6.0
O=c1[nH]c(CN2CCCC2)nc2sc3c(c12)CCC3	133.3	-1.0	125.3	4.3	72	105.1	0.0	-2.0	-1.0	-2.0	0.0
O=C(/C=C/N1CCOCC1)c1coc2ccccc12	101.7	-1.0	102.3	71.1*	26	98.0	-1.0	-6.0	-16.0	-4.0	-6.0
O=C1CCC(=O)N1CC(=O)N(c1ccccc1)c1ccccc1	103.6	-1.0	102.1	-45.1	13	101.3	-1.0	-4.0	-5.0	0.0	-4.0
CCN(CCO)Cc1csc2cccc(Br)c12	100.3	0.0	99.8	0.5	22	98.2	2.0	5.0	0.0	6.0	0.0
